ERp5 inh = ERp5 (human) disulfide isomerase inhibition; actives 0.05% (n = 350,000); ERp5 insulin aggregation, absorbance 650 nm, 90 min; inhibition, % at 9.99 µM; Q15084;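 active = mean replicate inhibition above about 25%, with every replicate also reaching it, limit read from the data, passing the limit was not always enough; inconclusive = only one of those two criteria met; inactive = neither criterion met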
RAD54 branch = inhibitors of human RAD54 branch migration. Q92698. RAD54 Holliday junction branch migration, FAM/BHQ fluorescence. inhibition, % at 10.4 µM. actives 0.14% (n = 360,000). AID 602329;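 active = mean normalized replicate activity at least 40 and at least half of replicates scoring 40 or more; inconclusive = only one of the two criteria met; inactive = mean below 40 and under half of replicates reaching 40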;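 note: 0% = median of neutral control wells and 100% = median of positive control wells; inhibitors cause a drop in the FAM fluorescence signal; in these data hits start at about 50%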
RAD52 anneal inh = RAD52 (human) annealing inhibition | P43351 | recombinant RAD52 DNA annealing, FRET fluorescence | inhibition, % at 18.7 µM | actives 0.46% (n = 360,000) | AID 651710;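 active = every replicate showing at least 50% inhibition; inconclusive = mean inhibition at least 50% but not in every replicate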
E-selectin induc = E-selectin induction on HUVECs. P16581. HUVEC E-selectin immunofluorescence imaging; normalized: neutral wells 0, TNF-alpha wells 100. activation, % at 7.58 µM. actives 0.37% (n = 260,000). AID 686992;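 active = mean E-selectin-positive cell signal at least 10% of the positive control, reached in at least 60% of replicates, without over 20% cell loss; inconclusive = no rule given, readout overlaps actives, possibly toxicity-flagged; inactive = the rest, including those meeting only one limit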;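 note: in these data hits start at about 27%; measured in HUVEC primary endothelial cells; signal is the percent of cells scored E-selectin positive by PE staining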
Target sequence (P16581 whole entry, looked up): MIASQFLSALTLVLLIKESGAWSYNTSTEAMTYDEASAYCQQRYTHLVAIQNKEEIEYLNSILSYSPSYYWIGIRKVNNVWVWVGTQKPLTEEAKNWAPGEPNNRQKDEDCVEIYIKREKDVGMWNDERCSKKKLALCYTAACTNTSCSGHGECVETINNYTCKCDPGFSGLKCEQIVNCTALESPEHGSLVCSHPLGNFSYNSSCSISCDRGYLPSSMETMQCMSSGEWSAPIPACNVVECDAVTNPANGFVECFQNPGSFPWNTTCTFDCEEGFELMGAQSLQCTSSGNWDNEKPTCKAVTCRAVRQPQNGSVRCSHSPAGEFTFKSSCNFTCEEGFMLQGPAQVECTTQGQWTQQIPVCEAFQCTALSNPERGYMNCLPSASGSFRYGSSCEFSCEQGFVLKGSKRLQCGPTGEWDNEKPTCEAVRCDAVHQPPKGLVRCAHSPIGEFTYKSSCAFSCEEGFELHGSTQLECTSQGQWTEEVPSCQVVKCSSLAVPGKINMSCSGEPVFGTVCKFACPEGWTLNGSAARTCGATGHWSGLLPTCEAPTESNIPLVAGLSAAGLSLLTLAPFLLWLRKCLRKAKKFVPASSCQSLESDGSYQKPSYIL
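Test system: HUVEC | Signal: Immunofluorescence imaging | Read-out: Percent E-selectin-positive cells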
S100A4 inh HTS = inhibitors of human S100A4 binding to myosin IIA peptide; actives 0.14% (n = 360,000); inhibition, % at 10.7 µM; S100A4/TAMRA-MyoIIA peptide fluorescence polarization; AID 652163; P26447;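 active = mean inhibition of at least 70% across replicates, with every replicate also reaching that level; inconclusive = mean inhibition reaches 70% but some replicates fall short; inactive = mean inhibition below 70%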
Target sequence (P26447 whole entry, looked up): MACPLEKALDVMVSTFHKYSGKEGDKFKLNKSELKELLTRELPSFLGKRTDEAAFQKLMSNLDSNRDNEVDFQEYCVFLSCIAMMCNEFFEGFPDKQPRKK
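Compound dosing: one dose per compound; test system: human S100A4 monomer with TAMRA-labelled myosin IIA peptide; probe or stimulus: TAMRA-labelled myosin IIA heavy-chain peptide probe, 5 nM; medium: HEPES buffer with Ca2+, pH 7.2; schedule: 5 min incubation before reading; benchmarks: neutral control DMSO, positive control TFP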
ERAP1 HTS inh = inhibitors of human ERAP1 aminopeptidase; Q9NZ08; recombinant ERAP1, Leu-AMC fluorescence, 60 min; inhibition, % at 10.7 µM; actives 0.15% (n = 340,000);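 active = mean replicate inhibition of at least 30%, or all replicates individually reaching that 30% level; inactive = mean below 30% and not every replicate reaching it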;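 note: 0% = neutral control wells and 100% = L-leucinethiol positive control wells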
esBAF inh = blocks esBAF chromatin remodeling in mouse ES cells | Bmi1-luciferase knock-in reporter, 24 h; 100% = twice the neutral-well signal | reporter increase, % at 12.5 µM | actives 2% (n = 350,000); in the data active = activation above about 40%; inconclusive = no clear call, values can overlap the other calls;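 note: 0% = median of the plate's neutral control wells and 100% = double that signal; a rise in the Bmi1 reporter signal indicates esBAF inhibition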
Xi reactivation = X-chromosome reactivation activator. XiGFP mouse fibroblasts, % GFP-positive cells imaging, 3 d; cells co-treated with 5-aza-dC sensitizer; scaled so ellipticine positive control = 100%. activation, % at 7.58 µM. actives 0.055% (n = 360,000);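 active = mean normalized replicate activation at least 10% and every replicate at or above 10%; inconclusive = only one of the two criteria met; inactive = mean below 10% and not all replicates reach 10%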;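 note: 0% = median of on-plate neutral control wells and 100% = ellipticine 6 µM median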
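System: SV40-immortalized XiGFP fibroblast cells, line 68-5-11 / Incubation: 3-day compound exposure, then 15 min fixation at room temperature / Compound: single concentration per compound, delivered by pin transfer / Buffer or medium: DMEM plus 5-aza-dC sensitizer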
Starred values were filed as active, the others as inactive; ? = inconclusive; nt = not tested or not shown; & = joins results of further samples.

SMILES | ERp5 inh | RAD54 branch | RAD52 anneal inh | E-selectin induc | S100A4 inh HTS | ERAP1 HTS inh | esBAF inh | Xi reactivation
COC(=O)C1=C(C)N(Cc2cccc(C(F)(F)F)c2)C(=NCc2ccc3c(c2)OCO3)NC1c1ccc(F)cc1 (stereo unspecified) | 0 | nt | -16 | -0.1 | 14 | -2 | nt | -0.1
C[C@H]1CN([C@@H](C)CO)C(=O)c2c(c3ccccc3n2C)-c2ccccc2CO[C@@H]1CN(C)Cc1ccc(C(=O)O)cc1 | 4 | 4 | 15 | -0.1 | 15 | 3 | -1 | -0.3
O=C(NCc1ccccn1)c1cc(-c2ccc(Cl)cc2)oc1C(F)(F)F | -1 | -9 | -7 | 6.8 | 2 | 0 | nt | 0.1
COC1CCCN(C(=O)c2ccc(OC3CCN(S(=O)(=O)N(C)C)CC3)cc2)C1 (stereo unspecified) | 4 | -6 | -19 | 4.1 | -3 | 1 | -4 | 0.2
COCC(=O)N1[C@H](CO)[C@H]2c3ccccc3N(C(=O)Nc3ccccc3Cl)C[C@H]21 | -7 | -4 | -2 | 0.1 | -5 | 1 | -4 | 0.0
Cc1cc(Nc2ccc(C(C)C)cc2)n2ncnc2n1 | 4 | 1 | -4 | 0.1 | -2 | nt | 8 | 0.3
CN(C(=O)CCN1C(=O)/C(=C/c2ccccc2)SC1=S)C1CCS(=O)(=O)C1 (stereo unspecified) | 6 | 2 | -5 | nt | -1 | 0 | 13 | 0.0
C[C@@H]1CCCCO[C@H](CN(C)C(=O)NC2CCCCC2)[C@H](C)CN([C@H](C)CO)C(=O)c2cc(NC(=O)CCC(F)(F)F)ccc2O1 | 0 | 3 | -12 | 0.2 | 4 | 1 | 3 | -0.2
COc1ccc2c3c([nH]c2c1)[C@@H](CO)N(Cc1nccs1)CC31CCN(Cc2cccnc2)CC1 | 2 | nt | 60* | -0.3 | 6 | 2 | nt | 0.1
C[C@@H]1CN([C@@H](C)CO)C(=O)c2cccc(N(C)C)c2O[C@@H]1CN(C)S(=O)(=O)c1cccs1 | 11 | 14 | -12 | -0.1 | -5 | -2 | 2 | 0.7
COc1ccccc1NC(=O)N1CCCCN2[C@H](CO)[C@H](c3ccc(-c4cccc(F)c4)cc3)[C@@H]2C1 | -4 | 2 | -21 | -0.6 | 1 | 0 | -9 | 0.0
S=C(NCCCCc1ccccc1)NCc1ccccc1 | -10 | 2 | 3 | 0.3 | -7 | -5 | nt | -0.1
CCCN(C)C[C@@H]1Oc2ncc(C#Cc3ccccc3)cc2C(=O)N([C@H](C)CO)C[C@@H]1C | -1 | 3 | 27 | -0.3 | -5 | 11 | -1 | 0.0
COCCCNC(=S)NNC(=O)c1ccccn1 | 5 | nt | -19 | nt | 0 | -2 | nt | 0.0
Cn1c(N)c(C(=O)COC(=O)CCC2CCCC2)c(=O)n(C)c1=O | -4 | nt | -1 | -0.5 | -1 | -3 | nt | 0.1
CC(C)N1CCc2c(sc(NC(=O)c3ccc(S(=O)(=O)N4CCOCC4)cc3)c2C(N)=O)C1 | -6 | 21 | -244 | 0.1 | 2 | 2 | -8 | 0.1
COc1ccc(-c2ccc([C@H]3[C@@H](CO)N4CCCCN(S(=O)(=O)c5cccs5)C[C@H]34)cc2)cc1 | 1 | -4 | -25 | 0.1 | 2 | 3 | nt | 0.0
CCOc1ccc(NC(=S)N2CCN(S(=O)(=O)c3ccc(C)cc3)CC2)cc1 | 1 | 2 | -9 | 0.0 | 1 | -5 | nt | 0.0
O=C(O)CCSSCCC(=O)O | 1 | -1 | -11 | nt | -3 | -7 | -5 | nt
CC(=O)c1ccc(NC(=S)NC(=O)Cc2ccc(Cl)cc2)cc1 | 3 | -3 | -5 | 0.1 | -2 | -1 | -8 | 0.6
CN(C)CCCNc1nc2cc(-c3cccc(C(F)(F)F)c3)sc2c(=O)n1C | -1 | 28 | 66* | 0.2 | -7 | -8 | -10 | 0.0
CC1CN(S(=O)(=O)c2cccc(C(=O)Nc3ccccc3N3CCCCC3)c2)CC(C)O1 (stereo unspecified) | -4 | -3 | -24 | nt | -9 | 1 | 0 | 0.1
CC(C)C[C@H](NC(=O)[C@H](Cc1ccccc1)n1c(=O)[nH]c2ccccc2c1=O)C(=O)N1CCC[C@@H]1C(=O)O | -3 | -10 | -8 | nt | -3 | 0 | 0 | nt
COc1ccc(S(=O)(=O)Nc2ccc3c(c2)C(=O)N([C@@H](C)CO)C[C@H](C)[C@H](CN(C)Cc2ccc4c(c2)OCO4)OCCCC[C@H](C)O3)cc1 | 5 | -1 | 23 | -0.1 | -9 | -2 | 5 | 0.0
COc1cc(/C=C(/C(=O)c2cccs2)c2nc3ccccc3[nH]2)cc(OC)c1O | 13 | 0 | -31 | nt | -3 | 5 | 101* | nt
COc1cc(-c2cnc3c(NC=O)cc(-c4cccc(C(=O)NCCN(C)C)c4)cn23)cc(OC)c1OC | -3 | 101* | 93* | -0.2 | -1 | -1 | 1 | -0.1
Cc1ccc(C(=O)COC(=O)CN2C(=O)C3C4CC(C(Br)C4Br)C3C2=O)cc1 (stereo unspecified) | 0 | 1 | -5 | 1.0 | -3 | 1 | -1 | 0.1
O=C(O)C1CCCN1C(=O)OCC1c2ccccc2-c2ccccc21 (stereo unspecified) | nt | nt | -3 | nt | 2 | 4 | 6 | 0.0
CCNC(=S)NNC(=O)c1cc(-c2cccc(C)c2)nc2ccccc12 | -1 | -14 | -5 | nt | 1 | 2 | -3 | nt
Cn1cnnc1Sc1ccc(C(=O)OCC(=O)NCC(F)(F)F)cc1[N+](=O)[O-] | 2 | 17 | 1 | -0.4 | 9 | 0 | -5 | 0.1
COCCn1c(-c2ccc(Cl)cc2Cl)nc2c(c(=O)c3ccccc3n2C)c1=O | -4 | nt | -6 | -0.1 | -5 | 0 | nt | 0.0
COCC(=O)Nc1ccc2c(c1)C(=O)N(C)C[C@H](OC)[C@@H](C)CN(CCC(F)(F)F)[C@H](C)CO2 | 1 | 4 | 7 | -0.2 | -12 | 1 | -1 | -0.1
O=C(NCc1ccc(F)cc1)C1CCC(=O)N1CCc1ccccc1 (stereo unspecified) | ? | 2 | -5 | -0.4 | 0 | 3 | -5 | 0.0
CSc1ccccc1NC(=O)CSc1n[nH]c(N)n1 | 3 | 11 | -7 | -0.5 | 3 | 1 | 2 | 0.1
Cc1cc(C)n(CC2CC(=O)N(c3ccc(C)c(Cl)c3)C2=O)n1 (stereo unspecified) | 1 | nt | -12 | 0.2 | 5 | 2 | nt | 0.5
O=C(C[C@H]1C[C@H]2c3cc(NS(=O)(=O)c4ccc(F)cc4)ccc3O[C@H]2[C@H](CO)O1)NCc1ccccc1F | 0 | -1 | 5 | -0.3 | 11 | -1 | 8 | 0.1
O=C(Nc1ccc2c(c1)[C@H]1C[C@H](CC(=O)N3CCCCC3)O[C@H](CO)[C@H]1O2)C1CCOCC1 | 0 | 6 | 3 | -0.4 | 8 | 2 | -4 | -0.1
CCc1nnc(NC(=O)CCC(=O)N2CCN(c3cccc(Cl)c3)CC2)s1 | -17 | -3 | -9 | nt | 4 | -4 | -4 | 0.4
Cc1nn(C)c(C(=O)N/N=C/c2ccccn2)c1[N+](=O)[O-] | -12 | -6 | -19 | 0.0 | 8 | -3 | -6 | 0.0
CCCCCC/C=C/c1ccc([C@H]2[C@H]3C=CC[C@@H](C)[C@@H]3C(=O)N2Cc2ccccc2)c(F)c1 | 2 | -7 | -7 | 0.0 | 0 | 6 | -10 | 0.0

Single records, as listed above. Values in the order: ERp5 inh	RAD54 branch	RAD52 anneal inh	E-selectin induc	S100A4 inh HTS	ERAP1 HTS inh	esBAF inh	Xi reactivation
`O=C(Nc1ccc2c(c1)[C@H]1C[C@H](CC(=O)N3CCCCC3)O[C@H](CO)[C@H]1O2)C1CCOCC1` across the screens: 0	6	3	-0.4	8	2	-4	-0.1
`O=C(NCc1ccc(F)cc1)C1CCC(=O)N1CCc1ccccc1` (stereo unspecified) across the screens: ?	2	-5	-0.4	0	3	-5	0.0

More results.
SMILES | ERp5 inh | RAD54 branch | RAD52 anneal inh | E-selectin induc | S100A4 inh HTS | ERAP1 HTS inh | esBAF inh | Xi reactivation
N#Cc1ccc(OCC(=O)N2CCN(C(=O)c3ccco3)CC2)cc1 | 2 | 0 | -19 | -0.3 | 2 | 1 | -9 | -0.1
Cc1ccc(C(=O)NCCCN2CCOCC2)cc1Cl | 3 | 6 | -11 | 0.0 | 6 | -1 | 2 | -0.1
Cc1csc(NC(=O)c2ccccc2)n1 | -3 | -1 | -11 | nt | -2 | 2 | 37 | 0.0
CC(=O)N(O)c1ccc(C=Cc2ccccc2)cc1 | 4 | nt | -7 | -0.3 | 4 | -3 | nt | 0.1
CCN(CC)CCCN(Cc1cc2cc3c(cc2[nH]c1=O)OCO3)C(=S)NC | 1 | 5 | 0 | nt | 4 | -1 | -4 | 0.0
O=C(C[C@H]1CC[C@H]2[C@@H](COC[C@@H](O)CN2Cc2ccc(F)cc2)O1)N1CCc2ccccc2C1 | 1 | -19 | 3 | 0.0 | 1 | 5 | 6 | -0.1
C[C@@H]1CN([C@H](C)CO)C(=O)c2cc(C#CCc3ccccc3)cnc2O[C@H]1CN(C)Cc1ccccc1 | 0 | nt | 5 | -0.3 | 3 | 1 | nt | 0.0
COc1cccc(Oc2nc(-c3ccccc3O)nc3ccccc23)c1 | 2 | -1 | -2 | nt | 2 | -2 | -4 | 0.0
CC1(C(=O)NS(=O)(=O)c2ccc(Cl)s2)CCN1C(=O)C1CCCCC1 (stereo unspecified) | 6 | 9 | -4 | -0.1 | -2 | 3 | 7 | -0.3
C[C@@H]1CN([C@@H](C)CO)C(=O)c2cc(NS(=O)(=O)c3ccc(F)cc3)ccc2O[C@@H](C)CCCCO[C@H]1CN(C)C(=O)C1CCCCC1 | -2 | 0 | 23 | 0.0 | -30 | 3 | 11 | -0.1
Cc1ccsc1/C=N\NC(=O)c1cc(C(C)(C)C)[nH]n1 | 2 | nt | 3 | nt | 0 | -1 | nt | 0.0
CCN(Cc1ccc2c(c1)OCCO2)S(=O)(=O)c1ccc(NC(C)=O)cc1 | 1 | 1 | -7 | nt | 0 | 3 | -12 | 0.4
C[C@H](CO)N1C[C@H](C)[C@@H](CN(C)S(=O)(=O)c2cccs2)Oc2ccc(NS(=O)(=O)c3cn(C)cn3)cc2C1=O | 1&-10 | 15&8 | -7&-10 | -0.2&0.0 | -2&0 | 2&-1 | 4&2 | 0.0&0.0
O=C(NCCC(=O)N1CCc2ccccc21)c1ccccc1Cl | -5 | 7 | -5 | nt | -3 | 0 | 8 | 0.0
O=c1oc2ccccc2c(CNc2ccccc2)c1[N+](=O)[O-] | 4 | -3 | -3 | 0.2 | 5 | 0 | 2 | 0.3
CSCCC(NC(=O)OC(C)(C)C)C(=O)NC(C(=O)NC(CC(C)C)C(N)=O)C(C)C (stereo unspecified) | 5 | 8 | -5 | nt | -4 | 15 | 0 | nt
C=CCn1c(O)c(N=NC(=O)C(O)c2ccccc2)c2ccccc21 (stereo unspecified) | -1 | -1 | 1 | 2.4 | 1 | -1 | nt | -0.2
CSc1nc(SCC(=O)NCC2CCCO2)c2c3c(sc2n1)CN(C)CC3 (stereo unspecified) | 0 | nt | 29 | 0.0 | -3 | -3 | nt | 0.0
